High-throughput results as filed in PubChem BioAssay.
Anthrax LF inh2: blocks Bacillus anthracis lethal factor protease; 360,000 tested, 0.12% active; inhibition, % at 10 µM; P15917; multiplex microsphere protease cleavage assay, LF; further: plate controls were buffer without enzyme for full effect and enzyme alone for no effect
Target sequence (P15917 whole entry, looked up): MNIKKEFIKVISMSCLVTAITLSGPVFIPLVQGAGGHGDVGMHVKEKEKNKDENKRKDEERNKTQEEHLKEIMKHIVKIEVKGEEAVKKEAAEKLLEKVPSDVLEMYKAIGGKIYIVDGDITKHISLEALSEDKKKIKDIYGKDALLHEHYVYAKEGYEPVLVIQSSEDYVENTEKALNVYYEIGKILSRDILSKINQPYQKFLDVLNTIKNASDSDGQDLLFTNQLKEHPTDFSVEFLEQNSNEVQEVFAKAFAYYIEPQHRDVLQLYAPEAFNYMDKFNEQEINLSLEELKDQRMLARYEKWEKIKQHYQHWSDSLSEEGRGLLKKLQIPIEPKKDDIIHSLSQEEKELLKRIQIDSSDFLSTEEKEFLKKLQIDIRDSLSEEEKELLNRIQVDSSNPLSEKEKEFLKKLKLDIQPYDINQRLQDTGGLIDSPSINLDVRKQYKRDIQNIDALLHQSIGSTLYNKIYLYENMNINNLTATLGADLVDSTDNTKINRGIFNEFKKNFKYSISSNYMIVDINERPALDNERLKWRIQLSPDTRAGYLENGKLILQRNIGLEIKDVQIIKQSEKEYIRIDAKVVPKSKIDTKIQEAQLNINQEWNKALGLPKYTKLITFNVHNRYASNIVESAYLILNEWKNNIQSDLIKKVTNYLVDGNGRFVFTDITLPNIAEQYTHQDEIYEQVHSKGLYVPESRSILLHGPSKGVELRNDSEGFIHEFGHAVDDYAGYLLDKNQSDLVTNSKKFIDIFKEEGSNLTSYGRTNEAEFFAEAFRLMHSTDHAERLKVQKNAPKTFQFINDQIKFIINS
MazEF act: increases E. coli MazEF RNase cleavage of RNA; P0AE70; FAM/BHQ RNA-DNA oligo cleavage fluorescence, 5 h; activation, % at 20 µM; 350,000 tested, 0.32% active; AID 504720; in the data active means activation above about 50%
PrPC surface inh: inhibitors of human cell surface prion protein PrPC; P04156; inhibition, % at 13.8 µM; 370,000 tested, 0.43% active; AID 720596; TR-FRET read-out; in the data active means inhibition above about 24%; further: 0% = median of the test wells and 100% = reference compound wells
SARS 3CLpro inh: SARS-CoV 3CLpro protease inhibition. P0C6X7. 290,000 tested, 0.14% active. recombinant SARS-CoV 3CLpro, quenched FRET peptide cleavage. inhibition, % at 6 µM; in the data active means inhibition above about 12%
Rv3671c protease: inhibitors of M. tuberculosis serine protease Rv3671c; P9WHR9; inhibition, % at 5.96 µM; 320,000 tested, 0.048% active; in the data active means inhibition above about 38%;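 further: extracellular domain of Rv3671c used as enzyme; 0% = enzyme with DMSO and 100% = no enzyme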
BoNT-A LC inh2: BoNT A light chain protease inhibition; inhibition, % at 10 µM; multiplex microsphere protease substrate cleavage, flow cytometry; 360,000 tested, 0.17% active; further: plate controls were buffer without enzyme for full effect and enzyme alone for no effect
SSB-PriA inh: blocks PriA binding to SSB C-terminal tail | AlphaScreen SSBct-PriA binding, biotinylated peptide | 430,000 tested, 0.6% active | inhibition, % at 33 µM; in the data active means inhibition mostly above about 37%, no sharp cut-off; inactive means mostly below about 20%;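 further: plate controls were negative control peptide for no effect and reference peptide for full effect; strong numbers were not always called active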
BoNT F protease: inhibitors of Botulinum neurotoxin F light chain protease. Multiplex microsphere protease cleavage assay, flow cytometry. inhibition, % at 10 µM. 360,000 tested, 0.22% active; in the data active means inhibition above about 35%, passing the limit was not always enough; inconclusive means no clear call, values can overlap the other calls; further: plate controls were buffer without enzyme for full effect and enzyme alone for no effect
CCHFV vOTU inh: CCHFV vOTU protease inhibition; Pep-AMC fluorescence; AID 651958; inhibition, % at 11.5 µM; 370,000 tested, 0.55% active; in the data active means inhibition above about 30%; further: 0% = vehicle wells with enzyme and 100% = no enzyme wells
DUSP3 inh: blocks human VHR1 dual specificity phosphatase. 290,000 tested, 0.52% active. P51452. recombinant VHR phosphatase, pNPP absorbance. AID 1654. inhibition, % at 13.3 µM; in the data active means inhibition above about 50%; further: some compounds called inactive have numbers as strong as hits
Target sequence (P51452 whole entry, looked up): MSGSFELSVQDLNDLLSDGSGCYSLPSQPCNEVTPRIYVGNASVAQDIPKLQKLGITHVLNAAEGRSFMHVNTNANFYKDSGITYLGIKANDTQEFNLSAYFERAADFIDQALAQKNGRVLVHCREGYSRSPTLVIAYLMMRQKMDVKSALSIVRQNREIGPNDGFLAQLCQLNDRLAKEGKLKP
Active calls of the source: *; ? = inconclusive; . = not tested or not shown. Unless noted, no stated cut-off is given here; in the data, active means inhibition above about 30%; inconclusive means no clear call, values can overlap the other calls; inactive means below that. Only part of the results is shown; the hit share may differ from the screen's.

SMILES | DUSP3 inh | SSB-PriA inh | BoNT F protease | Rv3671c protease | PrPC surface inh | BoNT-A LC inh2 | Anthrax LF inh2 | MazEF act | SARS 3CLpro inh | CCHFV vOTU inh
COc1cc(C2C(C#N)=C(C)NC3=C2C(=O)CC(C)(C)C3)cc(OC)c1O (centres undefined) | 19 | -5 | 0 | 0 | 2 | 0.3 | 0 | -6 | -4 | 4
CCN(CC)CCCNC(=O)c1sc2ncn(CC(=O)Nc3ccc(C)c(Cl)c3)c(=O)c2c1C | -12 | 1 | 0 | -11 | -2 | 0.7 | 3 | 35 | -2 | 6
Cc1cc(C(=O)N2CCN(c3ccccc3)CC2)no1 | 27 | -4 | -7 | 11 | . | 0.7 | 4 | -9 | -3 | .
CCCCC(=O)NC(=S)Nc1ccccc1C(=O)Nc1ccccc1 | 11 | 1 | 15 | -9 | 0 | ? | -9 | 4 | -2 | -21
COCOc1cccc(CN2CCC2(C)C(=O)Nc2cc(OC)ccc2OC)c1 (centres undefined) | . | . | 0 | . | 3 | -0.5 | -5 | . | . | 5
COc1ccccc1NC(=O)/C(C#N)=C/c1cc([N+](=O)[O-])ccc1N1CCCC1 | 6 | -7 | -1 | 0 | -6 | 9.1 | 6 | -127 | -7 | -7
CC(=O)Nc1cccc(N2C(=O)CC(Cc3ccccc3)C2=O)c1 (centres undefined) | 33 | 0 | -2 | 0 | 9 | -0.3 | 0 | 0 | 4 | -2
Cc1ccc(CSc2nc3sc(C)c(C)c3c(=O)n2Cc2ccco2)cc1 | 10 | -9 | 3 | 1 | -6 | 0.9 | -9 | 8 | 5 | -2
O=C(Nc1ccc2c(c1)OCCO2)NC1CCCCC1 | 17 | 0 | -21 | 3 | -8 | -0.7 | -6 | 3 | -2 | 0
Cc1c(C)c2ccc(OC(C)C(=O)NC3CC(C)(C)NC(C)(C)C3)cc2oc1=O (centres undefined) | 23 | -3 | 3 | -5 | 0 | 0.0 | 0 | 6 | 0 | -24
CCOCCCNC(=O)c1cn(CC(C)C)c(=O)c2c1c1ccccc1n2C | -1 | -3 | 1 | 11 | 9 | 2.4 | 11 | 5 | -2 | -30
CC(=O)Nc1ccc(C)c(NC(=S)Nc2ccc(F)cc2)c1 | 10 | -8 | 7 | 5 | 0 | 0.0 | 3 | -2 | 1 | -9
CN1C[C@@H]2[C@@H]3C(=O)N(Cc4ccccc4)C(=O)[C@@H]3[C@](C)(C1=O)N2C(=O)c1ccc(Br)cc1 | . | -4 | 10 | . | -5 | -0.7 | 2 | 3 | . | 4
CN1CC(=O)N(CCOc2ccccc2)C1=O | 18 | 1 | -8 | -4 | 1 | 0.0 | -2 | 3 | 0 | 13
CCSc1nnc(NC(=O)Cn2cnc3c2c(=O)n(C)c(=O)n3C)s1 | 20 | 4 | 2 | 6 | -2 | -0.5 | 2 | 11 | 6 | 10
O=C(CSc1ccccc1)NCc1ccccc1 | -8 | -12 | 18 | 3 | 6 | -1.2 | -4 | 6 | 0 | -9
CCc1cc(-c2n[nH]c(CCC(=O)O)c2-c2nc3ccccc3n2C)c(O)cc1O | 8 | 0 | -3 | 1 | 0 | -0.7 | -6 | 1 | -2 | -10
CSc1ccccc1C(=O)C1CCCN(C(=O)c2csnn2)C1 (centres undefined) | -1 | -4 | 1 | 2 | 2 | -0.1 | 0 | 7 | 1 | -4
Cc1ccc(NC(=O)C/C(N)=N/O)cc1C | 21 | . | -5 | -3 | 2 | -0.4 | -4 | 1 | -8 | 0
O=C(N/N=C/c1cccnc1)c1cc(O)c(O)c(O)c1 | -13 | . | -37 | -5 | -4 | -4.4 | 0 | 22 | 4 | -5
CC(C(=O)NC1CCCC1)N1CCN(S(=O)(=O)c2ccc(C(C)(C)C)cc2)CC1 (centres undefined) | . | -2 | -3 | -1 | -9 | -0.2 | -5 | 2 | . | 14
COc1ccccc1CNC(=O)CCNC(=O)N1CC(=O)Nc2ccccc21 | 2 | -4 | 10 | 8 | 6 | 0.3 | 0 | 1 | 2 | -1
COc1cc(C2C(C#N)=C(N)N(N(C)C)C3=C2C(=O)CCC3)cc(OC)c1OC (centres undefined) | 7 | -13 | -1 | -4 | -7 | -5.6 | -3 | 8 | -5 | 9
CCN1CC=C2C(C#N)=C(N)C(C#N)(C#N)C(c3cc(Cl)ccc3Cl)C2C1 (centres undefined) | 9 | -10 | 16 | 11 | -12 | 4.8 | 1 | 41 | 1 | -37
O=C(c1cc(COc2ccc(F)cc2F)on1)N1CCSCC1 | 12 | -3 | 2 | 3 | 7 | 0.3 | 1 | 1 | 1 | -14
O=C(/C=C/c1ccccc1[N+](=O)[O-])OC1CCCCC1=O (centres undefined) | 14 | -6 | -8 | 2 | -2 | 0.2 | -6 | 10 | 1 | 17
COc1ccccc1NS(=O)(=O)c1ccc2oc(SC)nc2c1 | 63 | -8 | -18 | 6 | 6 | -2.5 | 3 | 6 | 4 | -7
CCCCC(=O)Nc1ccc(F)c(Cl)c1 | -12 | -17 | -11 | 0 | 14 | -2.0 | -5 | 5 | -3 | 7
Oc1ccc(C[C@H]2CNC(=S)N2CC2CCCN2C[C@H](Cc2ccc(O)cc2)N2C[C@H](Cc3ccccc3)N(CC3CCCCC3)C2=S)cc1 (some centres undefined) | . | 9 | -3 | . | -5 | -0.5 | -3 | -18 | . | 21
COc1cccc(NC(=O)Nc2ccc3c(c2)CCC3)c1 | -6 | -28 | . | 0 | 15 | . | . | 6 | 3 | -4
Cc1cc(C)n(CCN(C)Cc2cn[nH]c2-c2ccc(F)cc2F)n1 | 26 | -11 | -4 | -6 | -7 | 1.0 | 2 | -1 | -3 | 9
Cn1c(=O)c(Oc2ccc(F)cc2)c(O)c2ccccc21 | -17 | -3 | -6 | 0 | 14 | 0.4 | -2 | 3 | 4 | 10
COC(=O)C1=C(c2ccc3ccccc3c2)C[C@@H]2CC[C@H]1N2C(=O)NCC1CC1 | . | -1 | 0 | -11 | 11 | 0.2 | -4 | -3 | . | 9
CC(=O)N[C@@H](Cc1c[nH]c2ccccc12)C(=O)OCc1cc(C(F)(F)F)cc(C(F)(F)F)c1 | . | 4 | -5 | -1 | -6 | -0.1 | 7 | -2 | . | 9
COc1ccc(NC(=O)C/C(C)=N/NC(=O)C(=O)Nc2cccc(Cl)c2C)c(OC)c1 | -8 | . | -6 | 0 | 13 | -1.4 | 0 | 29 | 7 | 0
COC(=O)[C@H]1[C@@H](C)N(CCc2cc(OC)c(OC)c(OC)c2)C(=O)N[C@H]1c1ccccc1 | . | -12 | -2 | -3 | 9 | 0.4 | 7 | 5 | . | 3
CCCOc1ccc(NC(=O)c2c(-c3ccccc3)noc2C)cc1 | 13 | -1 | -8 | 8 | -1 | -1.1 | 2 | 9 | 5 | -3
CSc1ccccc1NC(=O)Cn1c(-c2cscn2)nc2ccccc21 | -1 | -16 | 8 | 1 | 7 | 3.1 | ? | 5 | 5 | 20
O=C(COC(=O)c1ccc2[nH]c3c(c2c1)CCCC3)Nc1ccccc1 | -3 | 20 | -2 | 1 | 1 | 0.3 | -2 | 5 | -1 | 9
CC(C)(C)OC(=O)N1CCC2(CC1)Oc1ccc(F)cc1C(=O)C21CC(c2cccnc2)=NO1 (centres undefined) | 15 | 11 | -4 | -9 | -1 | 0.3 | -1 | 11 | . | -1
O=C1CC(c2ccc(F)cc2)C2=C(CCCC2=O)N1 (centres undefined) | 7 | -2 | -9 | 2 | 2 | -0.2 | -2 | 7 | 5 | -2
Cc1ccc(C(=O)NCCNC(=O)c2cccnc2)cc1 | -19 | -3 | -2 | -6 | 4 | -0.2 | -3 | -2 | -4 | -20
Cc1cc(/C=C2/NC(=S)NC2=O)c(C)n1-c1cccnc1 | 15 | 0 | 1 | 6 | -4 | 0.9 | -2 | 4 | 0 | -5
CC1=C(c2ccc(C)cc2)[N+](=O)C(C)(C)N1[O-] | 13 | -12 | -2 | 3 | -6 | -0.5 | -2 | 5 | 3 | 3
CCCn1c(=O)c(C(=O)NCCc2ccc(Cl)cc2)c(O)c2ccccc21 | 22 | -6 | ? | . | 0 | 1.0 | -9 | -7 | 3 | -8
CCN(CC(=O)NC1CC1)S(=O)(=O)c1ccc(C)cc1 | 2 | 4 | -3 | 3 | -1 | 2.4 | 0 | 1 | -6 | -3
NC(=O)C(F)(F)C12OC3C4C5CC(C6C5C3C61)C42 (centres undefined) | 24 | -11 | 8 | 2 | -5 | 0.2 | -1 | 7 | 4 | 5
O=C(CCc1ccc(S(=O)(=O)N2CCOCC2)cc1)Nc1ccc(F)cc1[N+](=O)[O-] | . | 8 | 1 | 3 | -15 | -0.4 | -4 | 15 | . | 1
Cc1c(C(=O)NCc2ccccc2C(F)(F)F)sc(=O)n1Cc1cccc(C(F)(F)F)c1 | . | . | -5 | . | 11 | 0.2 | 3 | . | . | 19
CCOC(=O)C1=C(COC(=O)CCOc2ccccc2)NC(=O)NC1C (centres undefined) | . | -4 | -8 | -4 | -6 | -0.9 | -4 | -3 | . | 3

3 structures from above, ordered by length of the SMILES, smallest number first:
SMILES | DUSP3 inh | SSB-PriA inh | BoNT F protease | Rv3671c protease | PrPC surface inh | BoNT-A LC inh2 | Anthrax LF inh2 | MazEF act | SARS 3CLpro inh | CCHFV vOTU inh
O=C(c1cc(COc2ccc(F)cc2F)on1)N1CCSCC1 | 12 | -3 | 2 | 3 | 7 | 0.3 | 1 | 1 | 1 | -14
COc1cc(C2C(C#N)=C(N)N(N(C)C)C3=C2C(=O)CCC3)cc(OC)c1OC (centres undefined) | 7 | -13 | -1 | -4 | -7 | -5.6 | -3 | 8 | -5 | 9
CCN(CC)CCCNC(=O)c1sc2ncn(CC(=O)Nc3ccc(C)c(Cl)c3)c(=O)c2c1C | -12 | 1 | 0 | -11 | -2 | 0.7 | 3 | 35 | -2 | 6

Following part:
SMILES | DUSP3 inh | SSB-PriA inh | BoNT F protease | Rv3671c protease | PrPC surface inh | BoNT-A LC inh2 | Anthrax LF inh2 | MazEF act | SARS 3CLpro inh | CCHFV vOTU inh
CCCCNC(=O)C12CCC(C)(C(=O)C1Br)C2(C)C (centres undefined) | 5 | -10 | 3 | -7 | 0 | -0.4 | 0 | -5 | 1 | 9
CC(=O)c1ccc(NC(=O)C2CCN(S(=O)(=O)c3cccc4cccnc34)CC2)cc1 | 16 | -5 | 1 | -1 | -1 | 0.0 | 4 | 12 | 3 | 1
Cc1cc(NC(=O)CSCC(=O)OCc2nnc(-c3ccccc3)o2)no1 | -14 | -14 | -4 | 10 | 3 | 0.9 | 1 | -2 | 0 | 0
CC(C)Oc1cccc(-c2cc(C(=O)N3CCN(S(C)(=O)=O)CC3)c3ccccc3n2)c1 | 38 | 15 | 11 | -3 | -1 | 0.7 | 4 | 1 | 2 | 3
Cc1ccnc(NC(=O)c2cccc(NC(=O)c3ccccc3C)c2)c1 | 25 | -10 | 1 | -3 | 2 | 2.9 | -14 | 9 | -2 | 8
COc1ccccc1C(=O)C1CCCN(Cc2cn[nH]c2C2CCCCC2)C1 (centres undefined) | 26 | 4 | -1 | -6 | 0 | 0.3 | -1 | 4 | -3 | -1
Cc1ccc(Cl)cc1N1CCN(C(=O)c2ccc(CS(=O)Cc3ccc(Cl)cc3)o2)CC1 (centres undefined) | 15 | 12 | 2 | -11 | 2 | 0.8 | 0 | -10 | -4 | 15
C/C(CC(=O)Nc1ccc2c(c1)OCCO2)=N\NC(=O)COc1ccccc1C | 17 | . | -13 | -7 | 2 | 1.0 | 1 | 2 | 3 | -2
COc1cc(NC(=O)C2CCCCC2)c(OC)cc1NC(=O)c1ccccc1 | 41 | 4 | -13 | 6 | -2 | -0.4 | -11 | 15 | -3 | 13
CCN(CC)CCCN1C(=O)CSC1c1ccc2c(c1)OCO2 (centres undefined) | 2 | -13 | -8 | -1 | -4 | -0.1 | 0 | 5 | -5 | 12
Cc1nn(-c2cccc(Cl)c2)c(Cl)c1/C=N/NC(=O)c1cccs1 | 54* | . | -7 | 6 | 1 | -0.2 | -1 | 21 | 4 | 8
